mIDH1 inhibitor: human IDH1 R132H inhibition | hit rate 0.093% among 390,000 | IDH1-R132H enzyme, NADPH consumption, diaphorase/resazurin fluorescence | O75874 | Potency, µM (doses to about 76.6 µM), for inactives: at the top dose activity change, negative = inhibition, usual class: inhibitors; also: potency is read from the fitted curve at half-maximal effect; % is scaled to controls: 0 for no effect and ±100 for the full control effect; nearly all actives have a fitted effect of over 65% in size
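IDH1-R132H (0.5 ug/mL) preincubated 30 min with compound, then NADPH (0.016 mM) and alpha-KG (2 mM) added; 80 min at RT, pH 7.5. Remaining NADPH coupled via diaphorase/resazurin to fluorescence (540/590 nm); concentration-response curves normalized to no-enzyme control.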
USP1 inh: USP1/UAF1 (human) deubiquitinase inhibition; hit rate 0.23% among 390,000; AID 743255; recombinant USP1/UAF1, Ub-Rhodamine cleavage fluorescence; Potency, µM (titrated, usually from 57.1 µM), for the others: top-dose activity change, negative = inhibition, usual class: inhibitors; also: potency is read from the fitted curve at half-maximal effect; % is scaled to controls: 0 for no effect and ±100 for the full control effect; nearly all actives have a fitted effect of over 60% in size; inactives centre near -12
Target sequence (O94782 whole entry, looked up): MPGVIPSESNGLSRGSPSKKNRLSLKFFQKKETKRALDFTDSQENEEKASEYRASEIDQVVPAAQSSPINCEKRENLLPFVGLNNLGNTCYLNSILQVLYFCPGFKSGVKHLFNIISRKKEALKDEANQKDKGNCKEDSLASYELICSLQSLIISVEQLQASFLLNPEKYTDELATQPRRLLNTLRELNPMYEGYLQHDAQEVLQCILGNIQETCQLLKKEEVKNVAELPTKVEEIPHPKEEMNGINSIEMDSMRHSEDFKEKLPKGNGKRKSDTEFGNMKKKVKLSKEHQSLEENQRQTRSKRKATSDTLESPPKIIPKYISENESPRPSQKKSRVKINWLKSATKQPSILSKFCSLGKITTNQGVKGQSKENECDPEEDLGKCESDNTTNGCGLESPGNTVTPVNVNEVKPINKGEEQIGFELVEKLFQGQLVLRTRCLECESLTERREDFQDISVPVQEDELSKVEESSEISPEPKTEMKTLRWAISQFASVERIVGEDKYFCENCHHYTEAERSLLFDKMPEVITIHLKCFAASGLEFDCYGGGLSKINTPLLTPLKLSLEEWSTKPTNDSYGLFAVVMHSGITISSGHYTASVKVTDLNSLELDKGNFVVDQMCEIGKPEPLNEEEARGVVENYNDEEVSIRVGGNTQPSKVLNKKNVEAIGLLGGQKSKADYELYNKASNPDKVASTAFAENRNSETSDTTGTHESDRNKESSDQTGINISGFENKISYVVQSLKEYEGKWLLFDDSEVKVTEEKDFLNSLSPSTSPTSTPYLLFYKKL
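1 nM enzyme complex + cpd, 15 min RT; start with Ub-Rho 150nM final; kinetic fluorescence ex 480/em 540, 6 reads q60 s. Buffer 50mM HEPES pH 7.8, 0.5mM EDTA, 0.1 mg/ml BSA, 1mM TCEP, 0.01% Tween-20.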
TrxR1 inh: rat TrxR1 inhibition; recombinant rTrxR1, NADPH fluorescence consumption, selenite substrate; Potency, µM (top dose mostly 114 µM), for the others: at the highest dose activity change, negative = inhibition, most hits filed as inhibitors; hit rate 1% among 390,000; AID 588453; also: potency is read from the fitted curve at half-maximal effect; % is scaled to controls: 0 for no effect and ±100 for the full control effect; nearly all actives have a fitted effect of over 65% in size
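Rat TrxR1 (90 nM in the dispensed reagent) was pre-reduced with 400 uM NADPH for 5 min at room temperature, then incubated with compound for 15 min. After 400 uM selenite was added, NADPH fluorescence (Ex 340/Em 450 nm) was followed for 8 min.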
TRHR PAM: allosteric enhancers of human TRH receptor. P34981. hit rate 0.66% among 360,000. enhancement, % at 2 µM. TRHR cells, fluo-8 calcium fluorescence, EC20 TRH enhancement; in the data active = enhancement above about 30%; also: 0% is about no effect
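TRHR-expressing cells loaded with fluo-8 calcium dye were read kinetically (ex 480/em 530) during compound addition, then stimulated with an EC20 of TRH (10 nM final). Enhancement of the Gq-mediated intracellular calcium response was scored.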
Pin1 inh: human Pin1 inhibition; Q13526; Potency, µM (top dose mostly 115 µM), without a hit: top-dose activity, negative = inhibition, actives largely listed as inhibitors; Pin1 FP peptide displacement, HiFluor488, 10 min; hit rate 0.009% among 390,000; active = well fitted inhibition curve with a large enough effect in the polarisation, with a control signal flat, not every such curve was filed as active; inconclusive = small, poorly fitted or top-dose-only effect, or effect the other way, or a change in a side signal; inactive = no such curve, though single readings can be large or run the other way; the % refers to the polarisation; also: potency is read from the fitted curve at half-maximal effect; % is scaled to controls: 0 for no effect and ±100 for the full control effect
Target sequence (Q13526 whole entry, looked up): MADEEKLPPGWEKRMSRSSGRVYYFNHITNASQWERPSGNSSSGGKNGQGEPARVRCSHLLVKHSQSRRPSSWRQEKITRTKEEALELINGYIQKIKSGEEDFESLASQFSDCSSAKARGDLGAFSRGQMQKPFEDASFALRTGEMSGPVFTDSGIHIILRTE
D2 ag: activates the human D2 dopamine receptor | P14416 | hit rate 0.53% among 340,000 | activation, % at 2 µM | HEK293 T-REx D2 cells, calcium flux agonist mode;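 active = activation over 3 SD above normal in the single-dose calcium agonist read, cut at about 30% in these data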; also: 0% is about no effect
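HEK293 Trex D2 cells, tetracycline-induced, o/n 30 C 5% CO2; no-wash Ca dye, RT 30–90 min; 10-cycle baseline, 23 nl cpd added, kinetic Ca read 180 s; agonist hits = positive Ca response.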
TRHR agonist: activates the human TRH receptor; AID 493084; TRHR cells, calcium flux fluo-8, FDSS agonist mode; activation, % at 2 µM; P34981; hit rate 0.18% among 360,000; in the data active = activation above about 30%; also: 0% is about no effect
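TRHR-expressing cells, plated overnight in medium with 10% serum, were loaded with fluo-8 calcium dye at room temperature. After a 10 s baseline, library compound was pin-added and calcium release was recorded kinetically (ex 480/em 530) as agonist response.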
D2 antagonist: antagonists of human D2 dopamine receptor; P14416; HEK293 TREx D2 cells, calcium flux, dopamine EC80; inhibition, % at 10 µM; hit rate 2% among 340,000; AID 485344; in the data active = inhibition above about 30%; also: 0% is about no effect
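Read-out: kinetic calcium fluorescence (1 cycle/s) in inducible HEK293 T-REx D2 cells after an EC80 dopamine addition that followed 180 s compound preincubation. Loss of the dopamine response indicates antagonism.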
TrxR1 substrate: substrates of rat thioredoxin reductase 1; O89049; purified TrxR1 substrate turnover, NADPH consumption readout; Potency, µM (titrated, usually from 114 µM), without a hit: at the top dose activity change, negative = substrate turnover; hit rate 0.01% among 390,000; AID 588456; also: potency is read from the fitted curve at half-maximal effect; % is scaled to controls: 0 for no effect and ±100 for the full control effect; nearly all actives have a fitted effect of over 50% in size
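Rat TrxR1, dispensed at 90 nM, was prereduced with 400 uM NADPH (final) for 5 min at ~22 deg C, then incubated with compound 15 min before 400 uM selenite. A first-read NADPH fluorescence drop versus no-compound background flagged substrates.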
* = called active by the depositor; ? = inconclusive; nt = not tested or not shown; [ ] = dose if it differs, or a comment. Unless noted, calls follow the shape of the dose curve; as a rule, active = well fitted inhibition curve with a large enough effect; inconclusive = small, poorly fitted or top-dose-only effect; inactive = no such curve, though single readings can be large or run the other way.

SMILES	mIDH1 inhibitor	USP1 inh	TrxR1 inh	TRHR PAM	Pin1 inh	D2 ag	TRHR agonist	D2 antagonist	TrxR1 substrate
Cc1ccc(C(=O)NCCCNC(=O)c2ccc(C)nc2)cc1	3%	-6%	8%	-1	0%	-1.3	-0.4	-9	2%
COc1ccc(CNC(=O)COc2ccc(S(=O)(=O)NC(C)C)cc2)cc1	3%	2%	13%	0	?	-0.7	-0.3	2	-5%
Cn1ncc([N+](=O)[O-])c1C(=O)Nc1ccc(Cl)cc1	3%	-5%	-6%	-2	1%	0.0	-0.7	-2	-11%
COC(=O)C(Cc1ccccc1)NC(=O)CC(C)CC(=O)Nc1ccc(C)cc1 (stereo not drawn)	9%	-18%	19%	-4	-9%	0.5	-1.0	-29	3%
O=C(COc1ccc(Br)cc1)Nc1ccc(CN2CCOCC2)cc1	3%	-1%	-12%	3	-5%	0.0	0.8	0	-8%
N=c1n(Cc2ccccc2)c2ccccc2n1CC(O)COc1ccccc1 (stereo not drawn)	3%	-15%	6%	0	0%	0.2	0.4	5	12%
CCN(CC(=O)NCc1ccc(F)cc1)c1ccc(S(C)(=O)=O)cc1[N+](=O)[O-]	-5%	3%	-7%[57.1 µM]	1	-1%	-0.1	0.1	2	-4%[57.1 µM]
O=C(c1ccc(CS(=O)Cc2cccc(Cl)c2)o1)N1CCN(C2CCCCC2)CC1 (stereo not drawn)	-10%	-15%	13%	-3	-8%	1.0	0.3	-5	0%
CCN(CC)c1ccc(NC(=O)C(Cc2ccccc2)NS(=O)(=O)c2ccc(Br)s2)c(C)c1 (stereo not drawn)	-7%	-9%	2%	-9	6%	1.3	0.1	nt	-2%
COc1ccc(/C=N\NC(=O)c2cccc(F)c2)cc1COc1ccccc1	-11%	-10%	11%[11.4 µM]	nt	13%	nt	nt	nt	-10%
CCN(C(=O)Cc1c(C(=O)O)c(C)cn1C)c1cccc(Cl)c1	-10%	?	19%[57.1 µM]	-13	1%	-0.6	0.1	nt	8%[57.1 µM]
COc1ccc(N(CC(=O)NCCc2ccc(OC)c(OC)c2)S(=O)(=O)c2ccc(OC)c(OC)c2)cc1	12%	-21%	12%	-5	2%	0.2	0.4	1	3%
CC1CCCC(NC(=O)CSc2nnc(-c3cccnc3)n2N)C1C (stereo not drawn)	-7%	4%	22%[57.1 µM]	nt	33%[activator]	nt	nt	nt	7%[57.1 µM]
COc1cccc(NC(=O)COC(=O)Cc2ccc(Cl)cc2)c1	-5%	-7%	20%[57.1 µM]	0	2%	0.2	3.4	2	-8%
CC(C)NC(=O)N(C)C[C@H]1Oc2c(NC(=O)Nc3ccc(C(F)(F)F)cc3)cccc2C(=O)N([C@H](C)CO)C[C@@H]1C	5%	-24%	-5%	nt	?	nt	nt	nt	-3%
COc1ccc(NC(=S)N(CCc2ccc(OC)c(OC)c2)Cc2ccccn2)cc1	2%	-15%	4%[57.1 µM]	-18	3%	1.5	-0.4	17	-5%[57.1 µM]
Cn1cccc1/C=N/NC(=O)c1cc(-c2cccs2)nc2ccccc12	9%	-7%	3%	-9	37%[activator]	0.7	-0.1	3	-6%
O=C(Nc1cccc(OCc2cc(=O)n3ccccc3n2)c1)Nc1cccc(C(F)(F)F)c1	0%	-13%	17%[57.1 µM]	-1	?	1.0	0.4	nt	-4%[57.1 µM]
Cc1nc(-c2ccc(Cl)cc2)sc1C(=O)O	1%	-14%	19%[57.1 µM]	-1	0%	-0.1	-0.1	-1	-6%
OC(CCN1CCC2(CC1)OCCO2)C(F)(F)F (stereo not drawn)	9%	-2%	8%[57.1 µM]	29	1%	2.9	0.8	17	-6%
CCOc1ccc(NC(=O)c2ccc3c(c2)c(C)c(C)n3Cc2ccc(F)cc2)cc1	7%	-13%	33%[activator][57.1 µM]	2	?	-0.1	0.1	nt	5%[57.1 µM]
Cc1nn(CC(=O)NCCc2ccccc2)c(=O)c2cc3occc3n12	-6%	-14%	-10%	-4	15%	nt	-0.6	nt	-6%
Cc1ccc(C(=O)Nc2cccnc2)cc1[N+](=O)[O-]	0%	-21%	1%	-1	-2%	0.2	0.9	29	-6%
O=C(NCC1(c2ccccc2)CCCC1)C(=O)N1CCOCC1	4%	-9%	30%	2	-9%	-1.0	-0.5	10	9%
O=C(CCCN1C(=O)c2ccccc2C1=O)Nc1ccccc1C(=O)N1CCOCC1	-3%	-23%	7%[57.1 µM]	1	4%	0.5	-0.1	-4	8%[57.1 µM]
SMILES	mIDH1 inhibitor	USP1 inh	TrxR1 inh	TRHR PAM	Pin1 inh	D2 ag	TRHR agonist	D2 antagonist	TrxR1 substrate
Oc1ccc(-c2nccc(-c3ccc(Cl)cc3)n2)cc1	3%	-7%	18%	2	6%	-0.6	0.6	2	2%[57.1 µM]
COc1ccc(C2C(C#N)=C(N)Oc3cc(C)[nH]c(=O)c32)cc1OC (stereo not drawn)	0%	-19%	35%[activator]	-5	1%	0.6	0.3	-18	9%
O=S(=O)(c1ccccc1)c1nc(-c2cccs2)oc1SCc1ccc(F)cc1	-2%	-16%	20%	-14	2%	0.8	0.3	nt	8%
Cc1ccc(-c2nnn(CC(=O)N3CCN(c4ccccc4)CC3)n2)o1	-1%	?	-9%	-5	2%	-0.8	-0.9	-16	2%
CCn1cc(C(=O)NCCCOC(C)C)c(=O)c2cc(S(=O)(=O)N3CCC(C)CC3)ccc21	-1%	-22%	28%	-2	?	-0.5	-0.1	-10	-2%
COc1ccc(C(=O)Nc2noc3ccccc23)cc1	nt	-20%	25%	6	-4%	-0.3	0.2	nt	9%
COc1ccccc1C(=O)Nc1nc2n(n1)C(c1ccc(F)cc1)C=C(c1ccc(Cl)cc1)N2 (stereo not drawn)	-14%	0%	1%	0	-2%	-0.2	-0.2	nt	-5%
CCOC(=O)C1=C(C)Nc2nc3ccccc3n2C1c1ccccc1 (stereo not drawn)	-3%	-3%	7%	14	6%	0.7	0.0	2	16%
CCn1c(SCC(=O)NCc2ccco2)nnc1-c1cccs1	7%	-6%	14µM*	5	26%	-1.0	0.1	-14	3%
Nc1nc(C23CC4CC(CC(C4)C2)C3)[nH]c(=O)n1	2%	-6%	17%	4	-2%	0.6	0.4	-5	2%
CCCCCCNS(=O)(=O)c1ccc(NC(=O)C2CCCO2)cc1 (stereo not drawn)	10%	-17%	-12%	2	2%	11	0.2	-5	-5%
CN(C)c1cc(NC(=O)CNC(C)(C)CC(C)(C)C)c2ccccc2n1	9%	-26%	11%[57.1 µM]	0	-11%	-0.7	-1.1	2	3%[57.1 µM]
Cc1cc(C)cc(N(CC(=O)Nc2ccccc2)C2=NC3CS(=O)(=O)CC3S2)c1 (stereo not drawn)	-2%	-5%	-4%[57.1 µM]	-2	2%	0.3	2.5	8	-2%[57.1 µM]
Cc1cc(Nc2cccc(F)c2)n2nc(-c3ccco3)nc2n1	-11%	2%	-1%[57.1 µM]	-6	-3%	1.0	-1.3	nt	4%[57.1 µM]
Cc1ccc(NC(=O)CN2C(=O)c3ccccc3S2(=O)=O)c(C)c1	3%	-6%	11%	-3	4%	1.0	0.1	9	5%
Nc1ccc2nc(CCc3ccccc3)[nH]c2c1	-2%	-21%	2%	5	-1%	-0.5	-0.2	-9	5%
COc1ccccc1NS(=O)(=O)c1ccc(C)c(C(=O)Nc2ccc(S(=O)(=O)Nc3onc(C)c3C)cc2)c1	13%	-20%	18%	nt	3%	nt	nt	nt	3%
CC1=CC[C@@]23CCCN2C(=O)CCC[C@H]3C1	0%	-19%	5%	nt	2%	nt	nt	nt	-5%
Cc1c(-c2cccc(NC(=O)Nc3ccc(Cl)cc3)c2)nc2ncccn12	39%[activator]	-11%	25%[57.1 µM]	4	13%	nt	-0.1	nt	50%[activator][57.1 µM]
CCOc1ccc(C2/C(=C(/O)c3ccc(Cl)cc3)C(=O)C(=O)N2CCCN(C)C)cc1OC (stereo not drawn)	nt	nt	nt	2	nt	0.3	0.0	45*	nt
COc1ccc(NC(=O)CCNS(=O)(=O)c2ccc3c(c2)c(=O)n(C)c(=O)n3C)cc1OC	-8%	-5%	-2%	-1	0%	0.3	1.1	-11	-5%
CCOc1ccc(/C(O)=C2/C(=O)C(=O)N(c3ncccn3)C2c2ccc(Cl)cc2)cc1 (stereo not drawn)	-18%	-15%	-7%	-4	-1%	-2.3	0.2	18	-12%
CCN1C[C@@H]2[C@@H]3C(=O)N(C)C(=O)[C@@H]3[C@](CC)(C1=O)N2C(=O)c1ccc(C(C)(C)C)cc1	-10%	2%	13%[57.1 µM]	nt	-5%	nt	nt	nt	8%[57.1 µM]

2 entries from above, bar-delimited:
SMILES | mIDH1 inhibitor | USP1 inh | TrxR1 inh | TRHR PAM | Pin1 inh | D2 ag | TRHR agonist | D2 antagonist | TrxR1 substrate
CCN(C(=O)Cc1c(C(=O)O)c(C)cn1C)c1cccc(Cl)c1 | -10% | ? | 19%[57.1 µM] | -13 | 1% | -0.6 | 0.1 | nt | 8%[57.1 µM]
COc1ccc(N(CC(=O)NCCc2ccc(OC)c(OC)c2)S(=O)(=O)c2ccc(OC)c(OC)c2)cc1 | 12% | -21% | 12% | -5 | 2% | 0.2 | 0.4 | 1 | 3%

Among those listed so far, these contain a CF3 group.
SMILES	mIDH1 inhibitor	USP1 inh	TrxR1 inh	TRHR PAM	Pin1 inh	D2 ag	TRHR agonist	D2 antagonist	TrxR1 substrate
CC(C)NC(=O)N(C)C[C@H]1Oc2c(NC(=O)Nc3ccc(C(F)(F)F)cc3)cccc2C(=O)N([C@H](C)CO)C[C@@H]1C	5%	-24%	-5%	nt	?	nt	nt	nt	-3%
O=C(Nc1cccc(OCc2cc(=O)n3ccccc3n2)c1)Nc1cccc(C(F)(F)F)c1	0%	-13%	17%[57.1 µM]	-1	?	1.0	0.4	nt	-4%[57.1 µM]
OC(CCN1CCC2(CC1)OCCO2)C(F)(F)F (stereo not drawn)	9%	-2%	8%[57.1 µM]	29	1%	2.9	0.8	17	-6%

A portion of the library; rates above refer to the full screens.
